Cav32 inh: inhibitors of human Cav3.2 T-type calcium channel; Cav3.2-expressing cells, Fluo-4 calcium fluorescence FDSS; hits give low values; AID 449739; B-score at 10 µM; 100,000 compounds, 4% hits;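 active = single-dose well whose peak fluorescence ratio is a statistical outlier from its plate by either plate-standardised score or position-corrected B-score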
The depositor's hits bear a star. Some of the compounds tested; count on the stated rates, not on these rows.

Cav32 inh | molecule
-4.9* | Cc1ccc2c(c1)[nH]c1c(N3CCN(Cc4ccccc4)CC3)ncnc12
-0.22 | O=c1c2ccccc2nc(-c2ccccc2)n1Cc1ccco1
-0.18 | O=C(Cn1ncc2c(=O)oc3ccccc3c21)NCCCN1CCCC1=O
-0.2 | CCOC(=O)c1cnc2c(C#N)c(C)nn2c1-c1ccccc1
0.98 | COc1ccccc1-c1nnc(SCC(=O)N2CCC(C)CC2)o1
-0.2 | CC(C)CCN(C(=O)CNC(=O)c1ccco1)C(C(=O)NC1CCCCC1)c1ccco1 (configuration not stated)
-0.95 | O=C1C2ON(c3ccccc3)C(c3cccnc3)C2C(=O)N1Cc1ccccc1 (configuration not stated)
-0.81 | O=C(N1CCOCC1)C1(c2ccc(Cl)cc2)CCCC1
-5.2* | COc1ccc(CNC(=O)Oc2ccccc2)cc1Cl
-1.7 | O=S(=O)(c1ccccc1F)N(Cc1ccco1)Cc1nnc(-c2ccccc2Br)o1
0.34 | CCOC(=O)N1CCN(C(=O)CCCN2C(=O)CSc3nc(C)cc(C)c32)CC1
0.053 | COc1ccc(-c2c(C#N)c(N)nc3c2CCCCCC3)cc1OC

Reprinted from the part before: two compounds; new compounds follow.
Cav32 inh | molecule
0.34 | CCOC(=O)N1CCN(C(=O)CCCN2C(=O)CSc3nc(C)cc(C)c32)CC1
0.053 | COc1ccc(-c2c(C#N)c(N)nc3c2CCCCCC3)cc1OC
0.22 | CC(C)c1ccc(O)c(NC(=O)c2cccnc2)c1
-2.8 | Cc1ccc(C)c(NC(=O)CSc2nnc(Cc3cccn3C)n2-c2ccc(F)cc2)c1
-0.092 | Cc1ccc(-c2nc3ccccc3n3nnnc23)cc1
-2.6 | CCCCN(C)C(=O)C1CCN(CCCc2ccccc2)CC1
0.68 | CN(C)c1ccc(NC(=O)COC(=O)CCC(=O)c2ccc(F)cc2)cc1
0.0099 | COc1ccc(OC)c(NC(=O)CSc2nnc(CNc3ccc(C)cc3C)o2)c1
0.56 | C=CCNC(=O)C(=O)c1c(-c2ccccc2)[nH]c2ccccc12
-7.4* | CCOC(=O)C1=C(c2ccccc2)NC(SCC(=O)Nc2ccccc2C)=C(C#N)C1c1ccco1 (configuration not stated)
-0.096 | CCCS(=O)(=O)C(=C(Nc1ccc(OC)cc1)Nc1ccc(OC)cc1)S(=O)(=O)CCC
-0.068 | CCOC1(OCC)C(c2ccc(N)cc2)C(C#N)(C#N)C1(OCC)OCC (configuration not stated)
0.4 | CSc1cccc(NC(=O)CN2C(=O)c3ccccc3S2(=O)=O)c1
-1.1 | O=C(N/N=C/c1cc(Br)ccc1O)C(=O)Nc1ccccc1OC(F)(F)C(F)F

Look-ups from the entries so far:
For Cav32 inh, COc1ccc(OC)c(NC(=O)CSc2nnc(CNc3ccc(C)cc3C)o2)c1 has the entry 0.0099
For Cav32 inh, O=C1C2ON(c3ccccc3)C(c3cccnc3)C2C(=O)N1Cc1ccccc1 (configuration not stated) has the entry -0.95
For Cav32 inh, Cc1ccc(-c2nc3ccccc3n3nnnc23)cc1 has the entry -0.092
For Cav32 inh, CCCCN(C)C(=O)C1CCN(CCCc2ccccc2)CC1 has the entry -2.6
For Cav32 inh, COc1ccc(CNC(=O)Oc2ccccc2)cc1Cl has the entry -5.2*
For Cav32 inh, CCOC1(OCC)C(c2ccc(N)cc2)C(C#N)(C#N)C1(OCC)OCC (configuration not stated) has the entry -0.068

Further results.
Cav32 inh | molecule
0.062 | FC(F)Sc1nnc(-c2cccs2)n1-c1ccccc1
-1.5 | Cc1cc(NC(=O)CSc2nc3ccccc3c(=O)n2C(C)c2ccccc2)no1 (configuration not stated)
-0.19 | CCOc1ccccc1N1CC(C(=O)Nc2nccs2)CC1=O (configuration not stated)
-0.45 | Cc1ccc(C)c(-n2c(SCC(=O)NCC3CCCO3)nnc2-c2ccoc2C)c1 (configuration not stated)
-0.53 | COc1ccc(CN2C(=O)C(O)(CC(=O)c3ccc4c(c3)OCO4)c3ccccc32)cc1OC (configuration not stated)
0.56 | COc1ccc(N2CCn3c2nc2c3c(=O)n(CCc3ccccc3)c(=O)n2C)c(OC)c1
0.046 | Cc1cc(NS(=O)(=O)c2ccc(NC(=O)c3cc4ccccc4o3)cc2)no1
0.75 | O=C(Nc1ccc2c(c1)OCCO2)c1ccc2nccnc2c1
-0.63 | Cc1nn(C)c(C)c1NC(=O)CSc1nc(C2CC2)nc2c1cnn2-c1ccccc1
-5.4* | Cc1nc2sc(C(c3ccco3)N3CCN(C(c4ccccc4)c4ccccc4)CC3)c(O)n2n1 (configuration not stated)
1.3 | CCCn1c(N)c(C(=O)CSc2nnc(-c3ccco3)n2Cc2ccccc2)c(=O)[nH]c1=O
2.1 | Nn1cc(-c2ccccc2)nc1SCC(=O)N1CCN(S(=O)(=O)c2ccccc2)CC1

5 entries picked at random from those above:
Cav32 inh | molecule
0.4 | CSc1cccc(NC(=O)CN2C(=O)c3ccccc3S2(=O)=O)c1
0.98 | COc1ccccc1-c1nnc(SCC(=O)N2CCC(C)CC2)o1
0.0099 | COc1ccc(OC)c(NC(=O)CSc2nnc(CNc3ccc(C)cc3C)o2)c1
2.1 | Nn1cc(-c2ccccc2)nc1SCC(=O)N1CCN(S(=O)(=O)c2ccccc2)CC1
-0.22 | O=c1c2ccccc2nc(-c2ccccc2)n1Cc1ccco1

(cont.)
Cav32 inh | molecule
-0.2 | COC(=O)C1=C(C)Nc2ccc(C)cc2S1
0.13 | Cn1c(Cc2ccccc2)nnc1SCC(=O)N1CCOCC1
-0.1 | COc1ccc(-c2nc(-c3cccc(C)c3)[nH]c(=O)c2C#N)cc1
0.26 | Cn1c(=O)[nH]c(=O)c2c1nc(CN1CCN(c3cccc(Cl)c3)CC1)n2CCCc1ccccc1
-1.8 | CCn1c(SCc2c(F)cccc2Cl)nnc1-c1ccco1
-3.5* | CC(C)(C)c1ccc(OC(=O)c2ccc3nsnc3c2)cc1
-0.044 | COc1cc(C2C(C(C)=O)=C(O)C(=O)N2CCN(C)C)ccc1O (configuration not stated)
0.016 | CCN(CC(=O)NCc1cccs1)S(=O)(=O)c1cccc(C(C)=O)c1
2.1 | Cc1ccc(SCC2CNc3nc4ccccc4c(=O)n32)c(C)c1 (configuration not stated)
-0.0084 | CCCCN1C(=O)/C(=c2\sc3nc(=O)c(-c4ccccc4)nn3c2=O)c2ccccc21
-2.9 | CCN(CC)C(=O)CSc1nc2cc(OC)c(OC)cc2c(=O)n1Cc1ccc(Cl)cc1
-1.9 | COC(=O)c1cccc(C23CC4(C2)[C@H](CN(Cc2ccc(C(F)(F)F)cc2)[C@@H]4c2ccccc2)C3c2ccccc2)c1 (some centres not stated)
-0.26 | C=CCN1C(=O)C(Cc2ccc(F)cc2)S/C1=N/N=C/c1cccs1 (configuration not stated)
-2.2 | Cc1ccccc1OCCn1c(=O)oc2ccccc21
0.82 | CCCCNC(=O)CS(=O)Cc1nc(-c2cccs2)oc1C (configuration not stated)
-1.5 | CN1Cc2sc(N)c(C#N)c2CC1(C)C
1 | COc1ccc(OCC(=O)NNC(=O)c2cccnc2)cc1
-1.8 | Cc1cc2ccccc2n1CCNC(=O)COc1ccc2ccccc2c1
-2.5 | CCC1CCCCN1C(=O)Nc1cccc(NC(=O)N2CCCCC2CC)c1 (configuration not stated)
0.059 | COC/C=C/C1=CC2=CC(=O)C(C)(OC(=O)c3cccs3)C(=O)C2=CO1 (configuration not stated)
-0.49 | CCC(C)Sc1nc2ccccc2c(=O)[nH]1 (configuration not stated)
-2 | Cc1csc(NC(=O)Nc2cccc(Cl)c2)n1
0.19 | O=C(Cn1c(=O)sc2ccccc21)OC(CCl)CCl
-0.55 | Cc1cc(C(=O)N/N=C/c2cccc([N+](=O)[O-])c2)c(C)o1
-2.1 | Cc1ccc(NC(=O)Cc2ccc3c(c2)CCCC3)cc1C
-3.4 | COc1ccccc1CN1C(=O)CN(C2CCCCCC2)C(=O)C1c1ccc(F)cc1 (configuration not stated)
0.16 | O=C1c2ccccc2-c2nccnc21
-0.21 | COC(=O)c1ccc(C(C(=O)NCc2ccccc2)N(Cc2cccs2)C(=O)c2cnccn2)cc1 (configuration not stated)
-0.06 | O=C(c1ccco1)N1CCN(c2ccccc2F)CC1
0.37 | COc1cc(O)c(CC=C(C)C)c(O)c1C(=O)CCc1ccc(O)cc1
-7.8* | CCc1ccccc1NC(=O)c1ccc(CN2CCC(Cc3ccccc3)CC2)cc1
-1.2 | Cc1ccccc1C(=O)Nc1sc(C)c(C)c1C(=O)c1ccccc1
-0.035 | c1ccn(-c2ncnc3sc4c(c23)CCCC4)c1
-0.36 | COc1ccc(-n2c(C)cc(C=O)c2C)cc1Cl
0.54 | Cc1ccc(OCC(=O)N(C)CCc2ccccn2)cc1
-0.37 | O=C(Nc1ccon1)c1ccc(S(=O)(=O)N2CCCCCC2)cc1
-0.19 | Cc1noc(C)c1C(=O)OCC(=O)c1c(N)n(CC(C)C)c(=O)n(C)c1=O
0.12 | N#CC(C(=O)Nc1ccc(Cl)cc1)=C1Nc2ccccc2N1
0.32 | Cc1ccc[n+](-c2nc3ccccc3nc2C(=C=[N-])C#N)c1
0.39 | O=C1c2ccccc2C(=O)N1OCc1ccc(Cl)cc1
0.24 | Cc1ccc(-n2nnc3c(=O)n(CC(=O)OCc4ccccc4)cnc32)cc1
-0.64 | COC(=O)c1ccc(C23CC4(C2)[C@H](CN(Cc2cccnc2)[C@@H]4c2ccccc2)C3c2ccc(Cl)nc2)cc1 (some centres not stated)
-0.31 | O=C(O)c1ccc(NS(=O)(=O)c2ccc3c(c2)OCCO3)cc1
0.0056 | Oc1ccc(-c2nnc(SCC3CCCCC3)o2)cc1
0.042 | COc1ccc(C(=O)N2CCN(C(=O)c3ccncc3)CC2)cc1
0.94 | Cc1csc(NC(CO)c2nc3ccccc3n2CCOCCO)n1 (configuration not stated)
0.74 | COc1ccc(CCNC(=O)Cn2nnc(-c3cccc(OC)c3OC)n2)cc1OC
-1 | CCNc1nc(Oc2ccc(C(=O)OCC)cc2)nc(SC)n1
-0.42 | CCN1CCCC1CNCc1cccc(OC)c1OCc1ccccc1F (configuration not stated)
-0.75 | CC1=C(C(=O)Nc2cc(C)ccn2)C(c2ccc(C)cc2)C2=C(CCCC2=O)N1 (configuration not stated)
0.72 | O=C(Nc1cccc2ccccc12)N1CCOCC1
1.4 | CC(=O)N1CCC(O)(c2cccc(C(F)(F)F)c2)CC1
0.61 | CCCNc1nc2c(c(=O)n(C)c(=O)n2C)n1CCC(C)C
0.07 | Fc1ccc(/C=N/c2c(-c3ccc(F)cc3)nc3n2CCS3)cc1
-2.5 | Cc1ccccc1NC(=S)NNC(=O)c1csc2c1CCC(C)C2 (configuration not stated)
0.064 | C1CN(c2nc3nonc3n3nnnc23)CCO1
0.88 | CCCCCSc1nc(C)c(CC(=O)O)c(=O)[nH]1
-4.9* | COc1ccc(S(=O)(=O)N2CCN(CC(=O)Nc3ccc(F)c(F)c3)CC2)cc1
0.28 | OCCCn1c(-c2ccccc2)nc(=S)c2c1CCCC2
-1 | CCN1C(=O)/C(=C\N2CCN(c3ccccc3)CC2)SC1=S

Further entries:
Cav32 inh | molecule
0.52 | O=C1CC(c2ccco2)CC(O)=C1C=NCCO (configuration not stated)
-0.13 | Cc1c(C(=O)NC(C)CCc2ccccc2)cccc1[N+](=O)[O-] (configuration not stated)
1.4 | COc1ccc(CNC(=O)c2cc3c(C)nc4ccccc4c3o2)c(OC)c1
0.001 | COc1ccccc1NC(=O)N1CCN(c2cc(-c3ccccc3)nc3ncnn23)CC1
0.17 | Cc1ccc(C)c(/C(O)=C2\C(=O)C(=O)N(CCCn3ccnc3)C2c2cccnc2)c1 (configuration not stated)
0.76 | CCOC(=O)c1c(NC(=O)CN(C)C)sc(C(=O)N(CC)CC)c1C
-0.64 | Cc1cc(Nc2nnnn2-c2ccccc2)n(-c2ccc(Cl)cc2)n1
-0.2 | Cc1ccc(S(=O)(=O)N2CCN(C(=O)COC(=O)c3cc(C)oc3C)CC2)cc1
0.2 | O=C(CCCn1c(=O)[nH]c2ccsc2c1=O)NCc1cccs1
-5.1* | CCC(C)C(NC(=O)OCc1ccccc1)C(=O)OCN1C(=O)c2ccccc2C1=O (configuration not stated)
0.5 | COc1cc(NC(=O)c2cnc(N)o2)cc(C(=O)Nc2cccc(C(F)(F)F)c2)c1
0.045 | Cc1nc2ccccc2c(=O)n1/N=C/c1ccccn1
-0.17 | COc1ccc(C(=O)CSc2nc(N)nc(SC)c2C#N)cc1
0.59 | COC/C=C/C1=CC2=CC(=O)C(C)(OC(=O)c3cnc4ccccc4n3)C(=O)C2=CN1CCc1ccccn1 (configuration not stated)
0.084 | c1cncc(CNc2c3c(nc4nnnn24)CCCC3)c1
1.3 | COc1ccc(N2C(C)=CS/C2=C(/C#N)c2nnc(N3CCOCC3)n2-c2ccccc2)cc1
-0.052 | O=C(NCCc1c[nH]c2ccccc12)c1c(Cl)nc2sccn12
-1.2 | COc1ccc(S(=O)(=O)NC2CCCCC2)c(C)c1C
-0.028 | O=C1CC2(CCCC2)Oc2ccc(Cl)cc21
0.11 | Cn1c(=O)c2c(nc(Br)n2Cc2ccccc2Cl)n(C)c1=O
0.29 | O=C(c1ccco1)N1C(=O)c2cccc3c(S(=O)(=O)N4CCCC4)ccc1c23
0.18 | O=C(Nc1nc2c(s1)CCc1ccccc1-2)c1cccs1
0.51 | CN(C)CCCOC(=O)c1ccc(Cl)cc1Cl
-0.072 | Cc1cc(C)c2c(C)nn(C3CCCCC3)c2n1
-0.18 | CC1=C(C)CC2C(=O)N(c3cccc4ccccc34)C(=O)C2C1 (configuration not stated)
-0.34 | O=C(CSCCc1ccccn1)Nc1ccccn1
-1.3 | O=C(NCc1cccc(Cl)c1)c1cnn2c1NC(c1ccco1)CC2C(F)(F)F (configuration not stated)
-0.68 | O=C(Nc1ccc(S(=O)(=O)N2CCCCC2)cc1)c1ccc(CN2CCOCC2)cc1
0.28 | CCOC(=O)Cc1csc(NC(=O)CSc2nnc(-c3ccncc3)n2Cc2ccco2)n1
-0.94 | Cc1ccc(CN2CCNC(=O)C2CC(=O)O)o1 (configuration not stated)
-6.1* | Cc1cc(C)cc(N(CC(=O)NCc2ccc3c(c2)OCO3)C(=O)CCC(=O)Nc2ccccn2)c1
-1.2 | Cc1nn(-c2ccccc2)c(C)c1/C=N/n1c(-c2ccc(C(C)(C)C)cc2)n[nH]c1=S
0.024 | O=C(O)C1C2CCCCC2=C2CCCCC2C1C(=O)O (configuration not stated)
0.014 | CCCCN=C(C)C1=C(O)CSC1=O
0.42 | Cc1cccc(NC(=O)NCc2ccccn2)c1
-1.5 | O=c1c2ccccc2nc2ccc(N3CCOCC3)nn12
